# Compound activity deposited in PubChem BioAssay by Broad Institute.
# CaV13 ICDI inh: Disruptors of the CACNA1D IQ motif to Ca2+-dependent inactivation inhibitor domain association, primary screening, Förster resonance energy transfer in intact living …. inhibition, % at 12.3 µM. AID 743397. 340,000 compounds, 0.098% hits. HEK cells, CFP/YFP FRET ICDI-IQ, plate reader, 10 min; percent FRET-ratio fall versus neutral wells;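 active = mean replicate inhibition of at least 30% and at least 1% of replicates passing that level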;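 also: 0% = median of the neutral control wells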
# Active calls of the source: *.
SMILES,CaV13 ICDI inh
Cc1ccc(C(=O)N(C)[C@H]2C[C@H]3c4[nH]c5c(-c6ccccc6)cccc5c4CCN3C(=O)[C@H]2[C@H](C)O)cc1,-4
COC(=O)c1cc2c(c3c4cc(OC)ccc4n(C(=O)c4ccccc4)c13)C(=O)N(C1CCCCC1)C2,-10
CC(=O)N1C[C@@H](CN2C(=O)CCC2=O)[C@@H]2C[C@H]1c1ccccc1N2C,-4
COc1ccc2c(c1)[C@]1(C(=O)N2C)C2=C(CCCC2=O)Oc2cc(C)oc(=O)c21,-4
CC(C)C[C@H](NC(=O)c1cccs1)C(=O)N1CCC[C@H]1C(=O)NCc1ccccc1,-8
C[C@@H]1COc2cccc(N3CCCC3)c2S(=O)(=O)N1,-4
O=Cc1cc([B-](F)(F)F)cs1,-6
CCCCc1c(-c2ccccc2OC)ncn1Cc1ccccc1C,-4
CCc1c(Cc2ccccc2)ncn1CCc1ccccc1OC,-9
C[C@@H]1CN([C@@H](C)CO)C(=O)CCCn2cc(nn2)CO[C@H]1CN(C)C(=O)c1ccncc1,-6
C=CCN1C(=O)c2n[nH]c(COC)c2C1c1cccc(C(F)(F)F)c1 (centres undefined),-4
CN1CCCCC(NC(=O)CCCl)C1=O (centres undefined),-2
Nc1nc2c(ncn2[C@@H]2O[C@H](C(=O)NCC3CCCCC3)[C@@H](O)[C@H]2O)c(=O)[nH]1,-7
CCCCOCC1CN(CCCC)S(=O)(=O)c2c(Oc3ccc(C)cc3)cccc2O1 (centres undefined),-9
Nc1ccn([C@@H]2O[C@H](C(=O)N3CCN(C(=O)N4CCCCC4)CC3)[C@@H](O)[C@H]2O)c(=O)n1,-6
CC(C)C[C@@H](NC(=O)OC(C)(C)C)C(=O)N1O[C@]23C=C[C@]14C[C@@H](O)CC[C@]4(C)C2CC[C@]1(C)[C@@H]([C@H](C)/C=C/[C@H](C)C(C)C)CC[C@H]13 (some centres undefined),-11
Nc1[nH]c(C(=O)c2ccccc2)c(-c2cccc3ccccc23)c1C(=O)NCc1ccc(Cl)cc1Cl,-17
CC1C/C=C/C=C/C=C/C=C/C(O[C@@H]2O[C@H](C)[C@@H](O)[C@H](N)[C@@H]2O)CC2OC(O)(CC(O)CC3OC3/C=C/C(=O)O1)CC(O)C2C(=O)O (some centres undefined),-4
COc1ccc(C(=O)N(C)[C@H]2C[C@H]3c4[nH]c5c(-c6ccccc6)cccc5c4CCN3C(=O)[C@H]2[C@H](C)O)cc1,-3
Brc1ccc(N2O[C@H]3C=C[C@@H]2C3)nc1,-7
Cc1ccc(S(=O)(=O)N(C)[C@H]2C[C@H]3c4cc(-c5ccc6c(c5)OCO6)ccc4CCN3C[C@H]2[C@H](C)O)cc1,-4
CC(C)(C)n1nc(C2CC2)cc1NC(=O)Nc1ccccc1,-4
C[C@H](CO)N1C[C@H](C)[C@H](CN(C)S(=O)(=O)c2cccs2)Oc2ncc(Br)cc2C1=O,-5
CCCCc1nnn2c1C1c3cc(Br)ccc3CCN1C(=O)C2 (centres undefined),-4
CN(C(=O)c1cccc(NC(=O)Cc2ccc(NC(=O)C3CCN(C(=O)CCc4ccccc4)CC3)cc2)c1)C1CCCC1,-5
COC(=O)[C@]12C[C@H](CC(=O)NCc3ccc(C)o3)C(=O)N(Cc3ccc4c(c3)OCO4)C1=C[C@H](COCc1ccccc1)O[C@@H]2C,-8
CC1CCN(C(=O)c2ncn3c2C(=O)N[C@@H](C)C3)CC1,-3
CCN1C(=O)N(C(C)=O)[C@H]2C[C@H](C(=O)N3CCCC3)[C@H](C)[C@H](c3ccccc3)C[C@H]21,-4
Cc1cccc(S(=O)(=O)N2CCC[C@H]2C(=O)N2CCC[C@@H]2C(=O)NCc2ccccc2)c1,-6
Cc1nccn1-c1ccc(NC(=O)[C@@H](Cc2ccccc2)NC(=O)[C@H]2O[C@@H](n3ccc(=O)[nH]c3=O)[C@H](O)[C@@H]2O)cc1,-4
Cc1ccc(CNC(=O)[C@@H](Cc2ccccc2)NC(=O)[C@H]2O[C@@H](n3ccc(N)nc3=O)[C@H](O)[C@@H]2O)o1,-8
COC(=O)C1=C(C)N(Cc2cccc(C(F)(F)F)c2)C(=NCc2cccc(C(F)(F)F)c2)NC1c1ccc(Cl)cc1 (centres undefined),-3
COc1ccc2nc3n(c(=O)c2c1)-c1ccc(Cl)cc1C(=O)NC3Cc1ccccc1 (centres undefined),-10
CCCC(=O)OC[C@H]1CN(C2CCCC2)S(=O)(=O)c2c(F)cccc2O1,-3
COC(=O)c1ccc2c(=O)n(CCCCCC(=O)NC3CCCCC3)c(=O)[nH]c2c1,-2
COCc1[nH]nc2c1C(c1ccc(F)cc1)N(c1ccccc1)C2=O (centres undefined),-4
CC(C)(C)c1ccc(C#C[C@@H]2C=C[C@@H](O)[C@@H](COC(=O)Nc3ccccc3)O2)cc1,-11
COc1ccc(N)cc1CN1CCN(c2ncc(Cc3ccccc3)cn2)CC1,-4
CCCCCCCCN1C(=O)[C@@H](CC(=O)NCc2cccc(C(F)(F)F)c2)C[C@@]2(C(=O)OC)C1=C[C@H](C1CCCC1)O[C@@H]2C,-6
C[C@@H]1CCCCO[C@H](CN(C)S(=O)(=O)c2cn(C)cn2)[C@@H](C)CN([C@H](C)CO)C(=O)c2cc(NC(=O)CCCN(C)C)ccc2O1,-6

# Ordered by SMILES length (high to low): part of the list above
SMILES,CaV13 ICDI inh
C[C@@H]1CCCCO[C@H](CN(C)S(=O)(=O)c2cn(C)cn2)[C@@H](C)CN([C@H](C)CO)C(=O)c2cc(NC(=O)CCCN(C)C)ccc2O1,-6
Cc1nccn1-c1ccc(NC(=O)[C@@H](Cc2ccccc2)NC(=O)[C@H]2O[C@@H](n3ccc(=O)[nH]c3=O)[C@H](O)[C@@H]2O)cc1,-4
COC(=O)[C@]12C[C@H](CC(=O)NCc3ccc(C)o3)C(=O)N(Cc3ccc4c(c3)OCO4)C1=C[C@H](COCc1ccccc1)O[C@@H]2C,-8
CCCCCCCCN1C(=O)[C@@H](CC(=O)NCc2cccc(C(F)(F)F)c2)C[C@@]2(C(=O)OC)C1=C[C@H](C1CCCC1)O[C@@H]2C,-6
Cc1ccc(CNC(=O)[C@@H](Cc2ccccc2)NC(=O)[C@H]2O[C@@H](n3ccc(N)nc3=O)[C@H](O)[C@@H]2O)o1,-8
Cc1ccc(S(=O)(=O)N(C)[C@H]2C[C@H]3c4cc(-c5ccc6c(c5)OCO6)ccc4CCN3C[C@H]2[C@H](C)O)cc1,-4
CCN1C(=O)N(C(C)=O)[C@H]2C[C@H](C(=O)N3CCCC3)[C@H](C)[C@H](c3ccccc3)C[C@H]21,-4
CN(C(=O)c1cccc(NC(=O)Cc2ccc(NC(=O)C3CCN(C(=O)CCc4ccccc4)CC3)cc2)c1)C1CCCC1,-5
CC(C)(C)c1ccc(C#C[C@@H]2C=C[C@@H](O)[C@@H](COC(=O)Nc3ccccc3)O2)cc1,-11
Cc1cccc(S(=O)(=O)N2CCC[C@H]2C(=O)N2CCC[C@@H]2C(=O)NCc2ccccc2)c1,-6
COc1ccc2nc3n(c(=O)c2c1)-c1ccc(Cl)cc1C(=O)NC3Cc1ccccc1 (centres undefined),-10
CCCC(=O)OC[C@H]1CN(C2CCCC2)S(=O)(=O)c2c(F)cccc2O1,-3
COCc1[nH]nc2c1C(c1ccc(F)cc1)N(c1ccccc1)C2=O (centres undefined),-4
CC1CCN(C(=O)c2ncn3c2C(=O)N[C@@H](C)C3)CC1,-3
CCCCc1nnn2c1C1c3cc(Br)ccc3CCN1C(=O)C2 (centres undefined),-4

# (more compounds)
SMILES,CaV13 ICDI inh
COC(=O)c1cc2c(c3c4cc(F)ccc4n(S(=O)(=O)c4cccc(C)c4)c13)C(=O)N(Cc1ccccc1OC)C2,-5
C[C@@H]1CN(c2ccc(N3CCN(C(=O)OC(C)(C)C)C[C@@H]3C)cc2C#N)C[C@H](C)O1,-10
CCOC(=O)CC1(O)CSc2nc(N)cc(=O)n21 (centres undefined),-14
Nc1[nH]c(C(=O)c2ccc(Cl)cc2)c(-c2ccc(Br)cc2)c1C(=O)c1c[nH]c2ccc(F)cc12,-6
N#CC(c1c(Cl)cccc1N1CCCCC1)N1CCCCC1 (centres undefined),-12
COc1cccc(NC(=O)N(C)C[C@@H]2OCc3cn(nn3)CCCC(=O)N([C@@H](C)CO)C[C@H]2C)c1,-5
O=C(NCC1CCN(C(=O)C(=O)c2cc3ccccc3o2)CC1)c1ccc2c(c1)OCC2,-13
COC(=O)C1=C(C)N(Cc2cccc(C(F)(F)F)c2)C(=NCc2ccccc2C(F)(F)F)NC1c1ccc(Cl)cc1 (centres undefined),-5
O=C(CC1CCCC1)N[C@H](C(=O)N1CCC[C@H]1C(=O)NC1CCCC1)c1ccccc1,-3
COC(=O)C1=C(C)N(Cc2ccccc2C(F)(F)F)C(=NCc2cc(OC)c(OC)c(OC)c2)NC1c1cccc(F)c1 (centres undefined),-5
CC1CCCN(c2cccc3c2S(=O)(=O)N(Cc2ccc(F)cc2)[C@@H](C)[C@H](c2ccccc2)O3)C1 (some centres undefined),-5
COC(=O)c1cc2c(c3c4cc(OC)ccc4n(S(=O)(=O)c4ccc(OC)cc4)c13)C(=O)N(Cc1ccco1)C2,-4
O=C1CCCCCN1CP(=O)(O)CN1CCOCC1,-7
O=C(N[C@H](C(=O)N1CCC[C@H]1C(=O)NC1CCCC1)c1ccccc1)C1CC1,-2
Cc1c(C2Nc3ccccc3C2C)[nH]c2ccccc12 (centres undefined),-13
C[C@@H]1ON(C)[C@H]2C[C@H]3c4cc(-c5ccc(F)cc5)ccc4CCN3C[C@@H]12,-4
O=C(NCCc1ccccc1Cl)[C@@H]1CCCN1C(=O)[C@@H](NS(=O)(=O)c1ccc(F)cc1F)c1ccccc1,-3
COC(=O)c1c(NC(=O)CN2CCC(C)CC2)c2c(C)cccc2n1C,-7
COc1cccc(C(=O)N[C@@H](CC(C)C)C(=O)N2CCC[C@H]2C(=O)NCc2ccccc2)c1,-11
Cc1ccccc1S(=O)(=O)N(C)C[C@@H]1OCc2cn(nn2)CCCC(=O)N([C@@H](C)CO)C[C@H]1C,-5
C[C@H](O)[C@@H]1C(=O)N2CCc3c([nH]c4ccccc34)[C@@H]2C[C@@H]1N(C)C(=O)Nc1ccc(Br)cc1,-5
CC(=O)NCc1ccc(OCCCN2CCC(C(O)(c3ccccc3)c3ccccc3)CC2)cc1,-8
CC1CCN(C(=O)c2ncn3c2C(=O)N[C@H](C)C3)CC1,-4
c1ccc(-c2nc3ccccc3nc2-c2ccc(CN3CCC4(CC3)CNc3ccccc34)cc2)cc1,-11
CCCCCCN1CCN(C2CN(Cc3cn(Cc4ccc(C(F)(F)F)cc4)nn3)S(=O)(=O)C2)CC1 (centres undefined),-4
C[C@H](O)[C@@H]1C(=O)N2CCc3c([nH]c4c(-c5ccccc5)cccc34)[C@@H]2C[C@@H]1N(C)C(=O)Nc1ccccc1,-4
Clc1ccc(Nc2nnc(-c3ccc4c(c3)OCO4)o2)cc1,-8
COc1ccc(CN2C[C@H](COCc3ccccc3)Oc3cccc(F)c3S2(=O)=O)cc1,-3
C=CCCC(=O)N1C[C@H]2CCN(C)[C@H]2C[C@H]1c1ccccc1Br,-5
COC(=O)[C@]12C[C@H](CC(=O)N3CCSCC3)C(=O)N(Cc3ccccc3)C1=C[C@H](C(C)C)O[C@@H]2C1CC1,-12
CCCCOc1ccc(C(=O)NC2CCCCN(C)C2=O)cc1 (centres undefined),-2
CC(C)C[C@@H]1NC(=O)[C@@H]2CSCCS(=O)(=O)N2C1=O,-7
CC(C)NC(=O)N(C)C[C@@H]1OCc2cn(nn2)CCCC(=O)N([C@@H](C)CO)C[C@H]1C,-3
Cc1cc(N2CCN(S(C)(=O)=O)C[C@H]2C)ccc1N1CCN(Cc2ccccc2)[C@H](C)C1,-8
OC(c1ccccc1)(c1ccccc1)C1CCN(CCCOc2ccc(-c3cccnc3)cc2)CC1,-9
COCC(=O)N1C[C@H]2CON(C)[C@H]2C[C@H]1c1cccc(-c2cc(Cl)cc(Cl)c2)c1,-6
COC(=O)c1cc(S(=O)(=O)NCC2CCN(C(=O)C(=O)c3cccs3)CC2)cs1,-9
CCCCCCCCN1C(=O)[C@@H](CC(=O)NCCCOC)C[C@@]2(C(=O)OC)C1=C[C@H](C1CCCC1)O[C@@H]2C,-9
C[C@@H]1CN(c2ccc(N3CCNC[C@H]3C)cc2C#N)CCN1Cc1ccccc1,-9
COc1ccccc1CCn1cnc(-c2cccc(F)c2)c1CC(C)C,-4
CON(C)C(=O)C(C)(C)CC#CCN(CC#Cc1ccccc1)S(=O)(=O)c1ccc(C)cc1,-5
COc1ccccc1CCn1cnc(-c2ccc(F)cc2)c1C(C)C,-9
COc1ccccc1CCn1cnc(-c2ccccc2)c1C(C)C,-8
CC(C)CNc1cccc2c1S(=O)(=O)N(Cc1ccc(F)cc1)[C@@H](C)[C@H](c1ccccc1)O2,-7
O=S1(=O)c2ccc(Br)cc2OCCC2CCCCN21 (centres undefined),-7
C[C@H](O)[C@@H]1C(=O)N2CCc3c([nH]c4cccc(-c5ccccc5)c34)[C@@H]2C[C@@H]1N(C)C(=O)OCc1ccccc1,-4
Cc1cc2c(c(=O)o1)[C@@]1(C(=O)N(C)c3cccc(Br)c31)C1=C(CCCC1=O)O2,-8
CCN=C1NC(CCc2ccccc2)C(C(=O)OC)=C(C)N1Cc1ccccc1C(F)(F)F (centres undefined),-4
O=C(NN=Cc1ccco1)C(=O)Nc1cccc(C(F)(F)F)c1,-13
CCCCNc1cccc2c1S(=O)(=O)N[C@H](C)CO2,-7
Cc1cc(C)cc([C@H]2C[C@]34CN(Cc5ccccc5)S(=O)(=O)[C@H]3C[C@H]2O4)c1,-5
COc1ccc(CN2C[C@H](COCc3ccccc3)Oc3cccc(Oc4ccc(C(C)C)cc4)c3S2(=O)=O)cc1,-7
O=C(C(=O)N1CCC(CNS(=O)(=O)c2ccccc2)CC1)c1cc2ccccc2o1,-10
COC(=O)c1cc(=O)nc(NN=Cc2ccccc2)s1,-13
COc1ccccc1Cc1c(C(C)(C)C)nc2c(C)cc(Br)cn12,-8

# Retrieved by compound from the list above:
SMILES,CaV13 ICDI inh
O=C(NCC1CCN(C(=O)C(=O)c2cc3ccccc3o2)CC1)c1ccc2c(c1)OCC2,-13
Cc1ccccc1S(=O)(=O)N(C)C[C@@H]1OCc2cn(nn2)CCCC(=O)N([C@@H](C)CO)C[C@H]1C,-5

# These rows are one share of the data, so the mix of outcomes need not match the whole.
